Bioassay records (PubChem)
LYP inhibition: inhibitors of LYP phosphatase, biochemical, fluorescence intensity, uHTS (AID 1779) | hit rate 0.054% among 290,000 | inhibition, % at 11.5 µM, or IC50 in µM where a hit was titrated | recombinant LYP phosphatase, fluorescence intensity; higher % means a stronger effect; in the data active = inhibition above about 50%;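 also: plate controls were vehicle with enzyme for no effect and no enzyme for full effect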
RSV antiviral HEp-2: inhibition of RSV-induced cytopathic effect – HEp-2 cells, primary 10 µM value included (AID 2391) | CPE inhibition, % at 10 µM, or IC50 in µM where a hit was titrated | hit rate 0.13% among 310,000 | HEp-2 cells, RSV-induced CPE inhibition; higher % means a stronger effect; in the data active = a potency from the dose series; inconclusive = CPE inhibition mostly from about 23% at the one dose, without a potency; inactive = the rest, 99 in 100 with CPE inhibition below about 21%; also: strong numbers were not always called active
GPR35 arrestin U2OS: inhibition of zaprinast-stimulated GPR35 beta-arrestin translocation – imaging, U2OS, beta-arrestin-GFP, zaprinast agonist, primary screen (AID 2058) | inhibition, % at 10 µM, or IC50 in µM where a hit was titrated | U2OS GPR35 beta-arrestin-GFP translocation imaging, zaprinast antagonism; higher % means a stronger effect | hit rate 0.052% among 290,000;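 active = inhibition of at least 50% with at least 30 cells and total cytoplasm GFP at most 10,000,000; inconclusive = under 30 cells or total GFP of 10,000,000 plus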
NTR1 agonist: agonists of NTR1, primary screen, imaging, U2OS cells, beta-arrestin-GFP, high content (AID 493036); P30989; NTR1-U2OS beta-arrestin-GFP spot imaging, agonist mode; activation, % at 20 µM; hit rate 0.17% among 330,000;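 active = activation at or above 40% of the spot to cytoplasm intensity ratio, with at least 20 cells analyzed; inconclusive = wells under 20 cells, flagged as cytotoxic or low count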;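 also: 0% = DMSO without peptide and 100% = 100 nM NTR1 peptide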
Target sequence (P30989 whole entry, looked up): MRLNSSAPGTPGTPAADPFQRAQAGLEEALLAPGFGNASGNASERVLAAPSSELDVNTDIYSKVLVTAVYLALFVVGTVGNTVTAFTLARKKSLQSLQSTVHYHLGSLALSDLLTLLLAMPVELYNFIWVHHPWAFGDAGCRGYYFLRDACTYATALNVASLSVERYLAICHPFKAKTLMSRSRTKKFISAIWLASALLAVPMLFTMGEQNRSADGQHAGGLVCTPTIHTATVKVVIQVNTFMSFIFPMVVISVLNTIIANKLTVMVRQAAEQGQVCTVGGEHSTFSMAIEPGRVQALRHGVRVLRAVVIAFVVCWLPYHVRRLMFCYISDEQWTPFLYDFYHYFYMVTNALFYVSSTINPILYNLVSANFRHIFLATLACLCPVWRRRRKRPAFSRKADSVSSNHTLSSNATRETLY
K1F lysis inhibition: inhibition of K1F phage lysis, E. coli UTI89, bacterial capsule biogenesis inhibitors, alamar blue (AID 488966); inhibition, % at 100 µM; hits with a dose series show IC50 in µM; hit rate 0.02% among 340,000; E. coli UTI89 K1F phage lysis, alamar blue, 2 h; higher % means a stronger effect;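 active = phage lysis inhibition, versus mean bacterial control, above a set limit; inconclusive = no clear call, values can overlap the other calls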;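 also: capsule biogenesis inhibitors block K1F phage lysis so surviving cells raise fluorescence; higher fluorescence means more inhibition of phage lysis; actives were called in the ten point dose series up to 300 µM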
Dengue-2 NS5 capping: Dengue-2 NS5 methyltransferase inhibitors, primary screen, biochemical, confirmation dose response (AID 588689); Dengue-2 NS5 methyltransferase capping enzyme assay, biochemical; higher % means a stronger effect; inhibition, % at 25 µM; hits with a dose series show IC50 in µM; hit rate 0.3% among 340,000; in the data active = a potency from the dose series; inconclusive = inhibition above about 29% without an active follow-up result
AID2073: disruptors of CaV2.2 binding to Mint1 – biochemical, HTRF (AID 2073); hit rate 0.19% among 290,000; one-dose inhibition, % at 20 µM; IC50 in µM for titrated hits; HTRF protein-protein interaction, Mint1-CaV2.2; higher % means a stronger effect; in the data active = inhibition mostly above about 51%, no sharp cut-off; inconclusive = no clear call, values can overlap the other calls; inactive = mostly below about 53%; also: some results filed as inactive read as strong as hits
WT yeast gro inh: growth inhibition of WT yeast, mitochondrial fusion screen | hit rate 2.1% among 190,000 | mitochondrial fusion phenotypic screen, WT strain | inhibition, % at 10 µM; in the data active = inhibition above about 58%; tested in S. cerevisiae
Autophagy HCS: modulators of autophagy | MEF GFP-LC3 puncta imaging; test concentration mostly 10 µM | calls only at 10 µM (by protocol) | hit rate 0.98% among 190,000 | AID 463193;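 active = percentage of spot-positive cells more than 3 SD above its plate mean, without a fluorescence outlier flag or 80% toxicity; inconclusive = no clear call, values can overlap the other calls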;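 also: spot-positive cell cutoff set from DMSO-treated cells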
WT yeast gro inh mutant strain: also measured in WT yeast gro inh; calls as there; inhibition, %; mitochondrial fusion phenotypic screen, mutant strain inhibition
Autophagy HCS cell loss 18 h: recorded beside Autophagy HCS, whose call it bears; toxicity, %; measured here: cell loss, nuclei count;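 cell loss after 18 h compound exposure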
NTR1 agonist cell count 20 µM: also measured in NTR1 agonist; calls as there; cell count; measured here: cell count, cytotoxicity flag
Dengue-2 NS5 capping pilot replicate: also measured in Dengue-2 NS5 capping; calls as there; inhibition, %; measured here: pilot screen replicate inhibition
* marks the source's active call; other numbers are inactive results; i = inactive; ? = inconclusive; . = no result given; [ ] = another dose, or the depositor's remark.

SMILES	LYP inhibition	RSV antiviral HEp-2	GPR35 arrestin U2OS	NTR1 agonist	NTR1 agonist cell count 20 µM	K1F lysis inhibition	Dengue-2 NS5 capping	AID2073	WT yeast gro inh	WT yeast gro inh mutant strain	Autophagy HCS	Autophagy HCS cell loss 18 h	others
O=C(CCCc1ccccc1)NCc1ccc(Cl)cc1	-2%	0.6%	-2%	-1.5	104	-0.1%	3%	-1%	.	.	.	.	Dengue-2 NS5 capping pilot replicate=0.9
COc1ccc(CCNC(=O)c2cn3ccc(C)cc3n2)cc1OC	-6%	1.6%	12%	2.9	35	0.7%	-6%	10%	10	-9	i	20
CC(C)(C)c1ccc(-c2n[nH]c(=S)n2-c2ccccc2)cc1	0%	2.6%	-2%	1.7	61	-2.6%	-9%	-17%	.	.	.	.
COCCNC(=O)CCc1c(C)nc2c(c(C)nn2-c2ccc(C)cc2)c1C	-7%	2.6%	-4%	-1.4	75	0.0%	-6%	15%	.	.	.	.
Cc1cccc(C(=O)NCc2nnc(SC(C)C(=O)Nc3nnc(C)s3)n2C)c1 (centres undefined)	.	1.9%	.	-0.1	54	-0.1%[50 µM]	-9%	.	.	.	.	.
CC(C)CNC(=O)c1ccc(NC(=O)c2cccs2)cc1	3%	4.5%	-17%	2.2	55	-1.5%	0%	0%	-4	13	i	-15
COC(=O)c1ccc(NC(=O)CSc2nncn2-c2cccnc2)cc1	-8%	1.6%	10%	-1.4	46	0.2%	-7%	-4%	.	.	.	.
COc1ccccc1C(CNC(=O)c1ccc(S(=O)(=O)NCc2ccco2)cc1)N(C)C (centres undefined)	-4%	0.6%	-8%	-0.8	50	2.6%[50 µM]	-3%	3%	-10	12	i	-4
Oc1ccccc1Nc1nc(NCc2ccccc2)c2ccccc2n1	-9%	12%	-5%	18	42	10%	-1%	6%	86*	68*	i	26
Cc1cc(C(F)(F)F)nc(SCCN2CCCCC2)c1C#N	-9%	0.8%	-8%	-0.1	62	-0.4%	3%	0%	.	.	.	.
Cc1cccc(NC(=O)CC2(CC(=O)O)CCCC2)c1	2%	3.3%	-4%	-0.3	97	0.3%	1%	15%	.	.	.	.
O=C(NC1CCCCC1)C(c1ccccc1)N1CCc2ccccc21 (centres undefined)	3%	2.4%	3%	1.9	81	1.1%	0%	1%	0	1	i	1
CCc1ccc(C(=O)Nc2cc3c(cc2Cl)OCCCO3)cc1	0%	4.4%	18%	1.2	40	-0.3%	-5%	33%	3	4	i	24
CCC(=O)Nc1c(-c2ccccc2Cl)c(=O)c2ccccc2n1CC	-7%	0.9%	2%	0.5	92	0.4%	-1%	4%	.	.	.	.
O=C(NC(NC1CCS(=O)(=O)C1)C(=O)c1ccccc1)c1ccc(Cl)cc1 (centres undefined)	-8%	1.5%	9%	-1.2	30	1.1%	-3%	?	-12	10	i	-16
O=C(CCCCCn1c(=O)[nH]c2ccsc2c1=O)NCc1cccs1	-2%	1.9%	-5%	-0.9	81	0.2%	1%	5%	-4	-1	i	1
O=C(CCC(=O)N1CCSc2ccccc21)Nc1ccc(F)cc1	0%	2.3%	20%	0.3	41	4.9%	-3%	7%	.	.	.	.
CCCN1C=CC(=C/C=C(\C#N)C(=O)OCC)C=C1	7%	-0.5%	7%	-2.2	61	.	.	2%	-19	-37	i	-4
O=C(Nc1ccc(F)cc1F)c1ccc2c(c1)OCCO2	-6%	0.6%	-7%	-0.5	52	0.1%	-8%	-9%	.	.	.	.
CC1CN(CCC(=O)Nc2ccc3c(c2)OCO3)CC(C)O1 (centres undefined)	-6%	0.7%	-12%	0.2	44	-0.3%	0%	11%	-6	35	i	1
O=C1C=C(c2ccc(Cl)cc2)C(=O)N1Nc1ccccc1	-5%	-3.8%	16%	8.1	36	-0.6%	-19%	21µM*	67	78	i	-1
CN(CCNC(=O)c1cn(C)c2ccc(S(=O)(=O)N3CCCC3)cc2c1=O)CCc1ccccc1	-3%	-1.3%	22%	1.8	47	2.2%	-5%	-1%	-10	13	i	5
CSc1nnc(CCCCCNC(=O)OC(C)(C)C)o1	-7%	1.9%	12%	-0.9	60	0.7%	5%	-10%	.	.	.	.
O=C(O)CCCCCn1c(O)c(C=C2N=c3ccccc3=N2)sc1=S	14%	15%	-5%	0.7	56	3.5%	0%	-16%	-15	-11	i	9
O=C1COc2ccc(S(=O)(=O)N3CCCC3)cc2N1	-1%	1.5%	-4%	-2.4	50	0.1%	-7%	8%	.	.	.	.
CC1CCN(C(=O)c2ccc(SCc3ccccc3F)c([N+](=O)[O-])c2)CC1	2%	11%	2%	9.1	52	3.8%	-7%	-4%	31	-12	i	-9
CCCCN(C(=O)C1CCCO1)c1c(N)n(CC(C)C)c(=O)[nH]c1=O (centres undefined)	.	-2.0%	.	-0.2	65	2.2%[50 µM]	0%	.	.	.	.	.
COc1ccc(CCNC(=O)c2ccc3c(c2)OCO3)cc1	1%	0.8%	6%	-0.3	59	0.2%	6%	12%	.	.	.	.
Fc1ccccc1Nc1nc(N2CCOCC2)nc(N2CCOCC2)n1	-4%	2.4%	-2%	-1.0	76	-0.1%	-12%	-10%	.	.	.	.
CCN(CC(=O)Nc1ccccc1C(F)(F)F)C(=O)CN1C(=O)NC2(CCCC2)C1=O	.	2.6%	.	0.4	53	0.6%[50 µM]	-6%	.	.	.	.	.
CCCC(=O)N1N=C(c2ccccc2)CC1c1cn(C)c2ccccc12 (centres undefined)	6%	?	-7%	1.6	47	0.1%	1%	-4%	55	5	i	16
Cc1ccc(CCNC(=O)c2ccc(NC3=NC4CS(=O)(=O)CC4S3)cc2)cc1 (centres undefined)	-5%	.	5%	-0.2	59	1.7%	-9%	-5%	.	.	.	.
Cc1ccc2c(c1)CCCN2C(=O)c1c(C)noc1C	-1%	0.2%	-2%	-1.0	79	-0.6%	-4%	8%	13	13	i	4
O=C(CCc1nc(-c2ccc(Cl)cc2)no1)OCc1ccc(Br)cc1	.	-0.9%	.	5.7	62	1.4%	-2%	.	.	.	i	30
CC1CCCCC1NC(=O)C1CCC(CNc2c(N3CCCCC3)c(=O)c2=O)CC1 (centres undefined)	-4%	-0.3%	-12%	1.2	46	0.1%	-3%	14%	.	.	.	.
CCC(C)(C)NC(=O)CN(Cc1ccc(OC)cc1)C(=O)CCC(=O)Nc1nccs1	-11%	-0.7%	-5%	-1.1	48	-0.4%	-17%	3%	.	.	.	.
COc1cccc(-c2cc(C(=O)NC3CC3)c3ccccc3n2)c1	-6%	1.8%	7%	0.0	60	-0.1%	-4%	-2%	.	.	.	.
O=C(NCCCn1ccnc1)C(=O)NCC(c1ccco1)N1CCN(c2ccc(F)cc2)CC1 (centres undefined)	-9%	-1.5%	-4%	1.5	70	-0.3%[50 µM]	5%	-16%	13	2	i	1
COC(=O)C1CCN(C(=O)c2cc(-c3ccc(Cl)s3)nc3ccccc23)CC1	.	1.0%	.	3.2	60	-0.9%[50 µM]	-14%	.	.	.	.	.
Fc1ccc(-c2ccnc3nc(-n4cccc4)nn23)cc1	0%	-0.4%	7%	1.1	87	-0.1%	-14%	17%	-1	5	i	-20
COC(=O)C1=C(N)Oc2c(oc(CO)cc2=O)C1c1c(F)cccc1Cl (centres undefined)	-9%	-1.7%	-2%	0.2	41	0.3%	-5%	7%	-9	-4	i	5
Cc1ccc(NC(=O)CCC(=O)OCC(F)(F)C(F)F)cc1	4%	0.5%	4%	3.9	86	0.1%	1%	-5%	-1	7	i	-3
Cc1ccc(CSc2nnc(-c3ccco3)o2)cc1	-1%	1.9%	11%	0.2	58	4.5%	-5%	5%	21	1	i	2
Cc1cc(NC(=O)c2cc(S(=O)(=O)N3CCCCC3)ccc2C)n(-c2ccccn2)n1	-1%	3.2%	19%	2.7	40	1.6%	.	0%	9	32	i	6
CCCOc1ccc(OCCOCCNCc2ccccc2)cc1	0%	0.0%	5%	-1.2	56	7.9%	-3%	-3%	14	12	i	-3
CCC(=O)Nc1ccc(C(=O)N/N=C/c2cccnc2)cc1	-2%	0.8%	-2%	0.6	58	4.6%	-2%	-3%	0	-2	i	7
O=C(O)c1ccc2c(c1)C(=O)N(C(Cc1ccccc1)C(=O)O)C2=O (centres undefined)	-4%	1.1%	6%	0.7	59	6.7%	-1%	3%	-8	2	i	8
C=CCn1c(=O)c(C(=O)OCC)c(O)c2ccccc21	-2%	-0.2%	7%	-0.2	73	0.3%	-3%	3%	6	2	i	9
COc1ccc([N+](=O)[O-])cc1NC(=O)CC1SC(=Nc2cccc(C)c2C)N(/N=C(\C)c2ccc(C)cc2)C1=O (centres undefined)	9%	?	-15%	2.6	61	0.2%	-2%	29%	-5	0	i	-2
COCCNC(=O)CCCn1c(=O)c2cc(OC)c(OC)cc2n(CC(=O)Nc2ccc(F)cc2)c1=O	-5%	0.6%	5%	0.9	62	-0.5%[50 µM]	-2%	2%	-11	-4	i	33
Nc1cc(C2CCCC2)nn1-c1ccccc1	-8%	0.4%	21%	-0.4	32	1.4%	-2%	-8%	31	27	i	0

Grouped by structure, the entries above with an NH in an aromatic ring (3)
SMILES	LYP inhibition	RSV antiviral HEp-2	GPR35 arrestin U2OS	NTR1 agonist	NTR1 agonist cell count 20 µM	K1F lysis inhibition	Dengue-2 NS5 capping	AID2073	WT yeast gro inh	WT yeast gro inh mutant strain	Autophagy HCS	Autophagy HCS cell loss 18 h	others
CC(C)(C)c1ccc(-c2n[nH]c(=S)n2-c2ccccc2)cc1	0%	2.6%	-2%	1.7	61	-2.6%	-9%	-17%	.	.	.	.
O=C(CCCCCn1c(=O)[nH]c2ccsc2c1=O)NCc1cccs1	-2%	1.9%	-5%	-0.9	81	0.2%	1%	5%	-4	-1	i	1
CCCCN(C(=O)C1CCCO1)c1c(N)n(CC(C)C)c(=O)[nH]c1=O (centres undefined)	.	-2.0%	.	-0.2	65	2.2%[50 µM]	0%	.	.	.	.	.

Three compounds picked at random from those above:
SMILES	LYP inhibition	RSV antiviral HEp-2	GPR35 arrestin U2OS	NTR1 agonist	NTR1 agonist cell count 20 µM	K1F lysis inhibition	Dengue-2 NS5 capping	AID2073	WT yeast gro inh	WT yeast gro inh mutant strain	Autophagy HCS	Autophagy HCS cell loss 18 h	others
Cc1ccc(CSc2nnc(-c3ccco3)o2)cc1	-1%	1.9%	11%	0.2	58	4.5%	-5%	5%	21	1	i	2
COC(=O)C1=C(N)Oc2c(oc(CO)cc2=O)C1c1c(F)cccc1Cl (centres undefined)	-9%	-1.7%	-2%	0.2	41	0.3%	-5%	7%	-9	-4	i	5
Nc1cc(C2CCCC2)nn1-c1ccccc1	-8%	0.4%	21%	-0.4	32	1.4%	-2%	-8%	31	27	i	0
